Ecoli tolC – blocks growth of E. coli BW25113 tolC mutant; OD615; growth inhibition, % at 10 µM (by protocol); 65,000 compounds, 2.2% hits;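 active = growth inhibition at or above a cutoff equal to the mean over every tested compound plus 3 SD, cut at about 60% in these data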;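 note: growth measured after 20 h incubation at 37 °C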
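Test system – E. coli BW25113 ΔtolC::kan, tolC deletion mutant strain · Detection – OD at 615 nm · Buffer or medium – LB with kanamycin 50 µg/mL · Times – 20 h compound exposure of bacteria at 37 °C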
Fluor 339 460 – intrinsic fluorescence of library compounds, ex339/em460 – biochemical, MLSMR library, data from DPM-DC assay, artefact control, profiling panel; 65,000 compounds, 5.5% hits; compound autofluorescence, ex339/em460 nm, NADH buffer; stronger effect = higher value; 1 = no-compound wells, NADH background; AID 709; fluorescence fold increase at 10 µM;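 active = at 10 µM, mean starting fluorescence two-fold or more over control wells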;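 note: signal is the first read of a kinetic run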
E coli RNAP – Escherichia coli RNA polymerase inhibition; E. coli RNA polymerase, fluorescence transcription assay; inhibition, %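 (tested at 10 µM)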; 62,000 compounds, 0.2% hits; AID 559; in the data active = inhibition above about 20%;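 note: 0% = enzyme without compound and 100% = no enzyme blank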
SF1 activator – SF-1 (human) activation | activation, % at 10 µM | CHO-K1 Gal4-SF-1 LBD luciferase reporter; % increase over DMSO SF-1-specific signal | 65,000 compounds, 1.9% hits | AID 522 | Q13285;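 active = activation above the mean activation of all tested compounds plus 3 SD, cut at about 50% in these data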
Target sequence (Q13285 whole entry, looked up, the tested form may be a part): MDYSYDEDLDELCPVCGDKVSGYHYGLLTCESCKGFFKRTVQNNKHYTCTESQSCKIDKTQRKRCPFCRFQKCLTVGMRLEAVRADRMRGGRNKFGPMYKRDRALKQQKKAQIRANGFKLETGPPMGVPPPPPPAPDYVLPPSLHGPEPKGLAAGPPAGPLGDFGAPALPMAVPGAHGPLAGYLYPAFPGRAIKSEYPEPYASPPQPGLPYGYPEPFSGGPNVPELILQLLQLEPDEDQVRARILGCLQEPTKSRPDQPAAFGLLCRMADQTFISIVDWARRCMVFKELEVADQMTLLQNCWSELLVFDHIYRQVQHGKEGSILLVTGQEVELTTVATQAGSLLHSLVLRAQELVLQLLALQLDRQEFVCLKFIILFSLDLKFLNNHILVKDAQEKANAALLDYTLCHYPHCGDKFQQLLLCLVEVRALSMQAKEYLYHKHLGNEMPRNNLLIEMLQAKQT
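Assay system – CHO-K1 cells with Gal4–hSF-1 LBD chimera plus Gal4-driven luciferase · Quantity – 4,000 cells per well · Times – compound added 1 h post-seeding, 20 h exposure at 37 °C, 5% CO2 · Measured by – luciferase light emission · Benchmarks – DMSO and mock-transfected background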
TNAP act DEA – human TNAP activation, intermediate phosphate acceptor. P05186. purified TNAP, CDP-star luminescence, 100 mM DEA, 30 min; stronger effect = higher value; scale: 0 levamisole-inhibited, 1 vehicle-only enzyme. activation factor at 20 µM. 64,000 tested, under 10 active;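 active = activation factor of at least 2 at 20 µM, relative to controls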
Target sequence (P05186 whole entry, looked up): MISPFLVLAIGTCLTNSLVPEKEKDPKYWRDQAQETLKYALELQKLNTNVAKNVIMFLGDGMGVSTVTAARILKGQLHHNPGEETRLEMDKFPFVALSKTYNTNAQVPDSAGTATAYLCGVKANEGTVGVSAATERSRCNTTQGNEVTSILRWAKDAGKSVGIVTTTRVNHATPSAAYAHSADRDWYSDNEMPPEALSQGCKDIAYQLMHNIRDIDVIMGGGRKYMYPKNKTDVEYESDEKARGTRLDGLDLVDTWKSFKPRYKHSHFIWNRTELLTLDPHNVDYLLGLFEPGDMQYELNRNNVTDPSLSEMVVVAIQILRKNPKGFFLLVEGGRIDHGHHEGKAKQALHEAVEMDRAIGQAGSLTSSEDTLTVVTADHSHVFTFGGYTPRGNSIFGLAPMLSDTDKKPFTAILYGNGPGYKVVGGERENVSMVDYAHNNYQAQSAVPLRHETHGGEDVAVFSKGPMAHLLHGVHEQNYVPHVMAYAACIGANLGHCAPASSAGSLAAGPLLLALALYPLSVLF
NADH enzymes – blocks coupling enzymes of NAD/NADH assays; coupled PK/LDH NADH assays, four targets; IC50, µM (doses to about 10 µM), for the others: at the highest dose inhibition; 65,000 compounds, 0.02% hits;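 active = single-dose screening hits from any of four coupled enzyme assays that gave an IC50 when retested across doses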;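 note: the DPM-DC format reads NADH fluorescence rather than 340 nm absorbance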
RORa activator – activators of human nuclear receptor RORA; CHO-K1 Gal4-RORA LBD luciferase reporter, luminescence; percent increase over mock-subtracted basal signal; 65,000 compounds, 1.5% hits; activation, % at 10 µM;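 active = activation above the mean of all tested compounds plus 3 SD, cut at about 49% in these data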;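 note: 0% = DMSO-treated RORA cells and 100% = added signal equal to DMSO minus mock-transfected cells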
M1 antag – blocks the rat M1 muscarinic receptor response to acetylcholine. P08482. CHO-M1 cells, Fluo-4 calcium, ACh EC80 antagonist mode; stronger effect = lower value. B-score at 10 µM. 64,000 compounds, 3.4% hits. AID 628;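 active = calcium fluorescence response, raw or row-and-column corrected B-score, differing from the plate sample mean either way at a set confidence level, mostly lower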
M1 agonist – M1 muscarinic receptor agonism; CHO-M1 cells, Fluo-4 calcium fluorescence, agonist mode; stronger effect = higher value; B-score at 10 µM; 64,000 compounds, 3% hits; AID 626;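 active = fluorescence rise, raw or as B-score row- and column-corrected plate score, outside the 99.7% band of its plate's samples, either direction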
An asterisk follows results filed as active; . = no result given; [ ] = remark or other dose. Hits appear at their usual frequency (roughly 15% active in at least one column).

Start of the listing, in advance (5 entries):
SMILES	Ecoli tolC	Fluor 339 460	E coli RNAP	SF1 activator	TNAP act DEA	NADH enzymes	RORa activator	M1 antag	M1 agonist
COCC(C)n1c(C)cc(C(=O)Cn2c(=O)oc3ccccc32)c1C (stereo not drawn)	3	1.1	-1	27	0.9	4%	2	-1.2	0.65
COc1ccc(Cc2nc(-c3ccccc3)no2)cc1	23	1.1	4	50	0.9	9%	31	-2.1*	0.14
CCN(CC)c1ccc(NS(=O)(=O)c2ccc3c(c2)oc(=O)n3C)c(C)c1	-2	1.1	1	13	0.9	7%	40	-0.014	-0.23
O=C(NCc1ccco1)c1cc(-c2ccccc2)on1	9	1.1	6	32	0.9	10%	38	0.084	0.52
Cc1occc1C(=O)Nc1ccccc1NC(=O)c1ccoc1C	-5	1	8	20	1	3%	-28	0.62	-0.062

The list itself, previewed entries included:
SMILES	Ecoli tolC	Fluor 339 460	E coli RNAP	SF1 activator	TNAP act DEA	NADH enzymes	RORa activator	M1 antag	M1 agonist
COCC(C)n1c(C)cc(C(=O)Cn2c(=O)oc3ccccc32)c1C (stereo not drawn)	3	1.1	-1	27	0.9	4%	2	-1.2	0.65
COc1ccc(Cc2nc(-c3ccccc3)no2)cc1	23	1.1	4	50	0.9	9%	31	-2.1*	0.14
CCN(CC)c1ccc(NS(=O)(=O)c2ccc3c(c2)oc(=O)n3C)c(C)c1	-2	1.1	1	13	0.9	7%	40	-0.014	-0.23
O=C(NCc1ccco1)c1cc(-c2ccccc2)on1	9	1.1	6	32	0.9	10%	38	0.084	0.52
Cc1occc1C(=O)Nc1ccccc1NC(=O)c1ccoc1C	-5	1	8	20	1	3%	-28	0.62	-0.062
O=C(OCc1nnc(-c2ccccc2)o1)c1cn(-c2ccccc2)nc1-c1ccccc1	18	1.1	0	10	0.9	8%	18	-0.18	-0.36
CN1CCN(c2nc3c(c(=O)n(C)c(=O)n3C)n2CCSc2nc3ccccc3s2)CC1	-7	1.1	-1	-2	0.9	4%	-6	1	-1.1
Cc1cc(=O)n2nc(-c3ccccc3)sc2n1	4	1.2	6	33	0.9	2%	29	-0.0076	-0.32
CC(=O)N1CCN=C1SCc1ccccc1F	-8	1	-11	-3	0.9	2%	-25	-0.065	0.95
Cc1[nH]nc2c1C(c1cn[nH]c1-c1ccc(F)cc1)C(C#N)=C(N)O2 (stereo not drawn)	28	1.1	-1	27	0.9	4%	4	-0.7	-0.56
CSc1cccc(NC(=O)CN(C)S(=O)(=O)c2ccc(C)cc2)c1	16	1.1	2	-3	1	2%	-12	0.13	0.026
N#CC1=C2SCN(c3ccccc3)CN2C(=O)CC1c1c(Cl)cccc1Cl (stereo not drawn)	9	1.1	3	-4	0.8	10%	4	-0.073	0.54
c1cc2c3c(cccc3c1)NC1(CCCCCC1)N2	27	3.8*	6	2	0.9	9%[fluoresces]	-5	1.4	0.7
COC(=O)CNc1nc(-c2ccccc2F)nc2ccccc12	0	1.1	4	0	0.9	10%	0	-0.41	-0.42
CCOC(=O)N1CCN(S(=O)(=O)c2ccc(OCC)c3ccccc23)CC1	65*	1.1	3	5	0.9	5%	-11	0.53	-0.43
COc1ccc(CN2CC(C(=O)NCCCN3CCN(C)CC3)CC2=O)cc1 (stereo not drawn)	-10	1	5	-8	0.9	6%	-14	1.1	-0.8
CN(C)CC(=O)c1ccc(-c2ccccc2)cc1	-4	1.1	3	2	0.9	1%	-14	-0.16	0.066
Cc1cc(C)nc(NS(=O)(=O)c2ccc(-n3cccc3)cc2)n1	6	1	5	-14	0.9	6%	-10	-0.94	1.5
CCCN1CCN(c2nc3c([nH]2)c(=N)ncn3CC(O)CO)CC1 (stereo not drawn)	-6	0.98	1	-4	1	1%	-4	-0.32	-0.29
C=C(C)CSc1nc2c(cc1C#N)CCC2	13	1.1	-4	-2	0.8	2%	-12	0.06	0.32
Cc1cc(Cl)c(S(=O)(=O)NCCC(=O)O)cc1OCC(N)=O	-18	1.1	0	17	0.9	0%	-22	1.3	-0.1
COc1ccc2cc(CN(CCO)C(=O)c3ccc(Br)cc3)c(=O)[nH]c2c1	16	1.3	5	9	0.9	10%	-5	-0.48	-0.17
COc1ccc(N2CCN(C(=O)Cn3nnc(-c4cccs4)n3)CC2)cc1	0	1	-1	4	0.9	6%	7	0.54	0.79
Cc1cc(C)n(S(=O)(=O)c2ccc(C)c(C)c2C)n1	1	1	7	8	1.1	5%	-14	0.25	0.065
COc1nc(NS(=O)(=O)c2ccc(C)cc2)nc(C)c1Cl	-4	1.1	11	13	0.9	3%	2	-0.085	-0.2
The results go on.
SMILES	Ecoli tolC	Fluor 339 460	E coli RNAP	SF1 activator	TNAP act DEA	NADH enzymes	RORa activator	M1 antag	M1 agonist
COCCN(CCOC)c1cc(C)c(C#N)c2nc3ccccc3n12	.	3.8*	-6	-19	1	10%[fluoresces]	-7	0.9	-0.23
COc1ccc(OC)c(Nc2cc(C)nc3ccccc23)c1	1	1	4	2	0.9	6%	6	-0.033	0.33
CS(=O)(=O)c1ccc2nc(NC(NC(=O)c3ccco3)(C(F)(F)F)C(F)(F)F)sc2c1	10	1	9	10	0.8	2%	1	-0.43	0.0092
CCOC(=O)N1CCN(S(=O)(=O)c2ccc(F)cc2)CC1	-3	1.2	9	21	0.8	7%	-27	0.00031	1.4
CCOc1cc(C(=O)Nc2ccc(N3CCN(S(C)(=O)=O)CC3)cc2)cc(OCC)c1OCC	-21	1.1	8	-6	0.9	1%	-5	0.055	0.01
O=C(CNc1ccc(Oc2ccccc2)cc1)N1CCOCC1	3	1	-7	10	0.9	3%	21	-0.72	2.8*
Cc1ccc(Cn2nnc3c(=O)n(CC(=O)N4CCCc5ccccc54)cnc32)cc1	-3	1.1	.	8	.	7%	-2	0.3	-0.3
COc1ccc2c(c1OC)C(=O)N(c1cccc(C(F)(F)F)c1)C2	10	1.1	7	59*	1	2%	30	0.85	0.69
CC(=O)C1C(c2ccc(OC(F)F)cc2)NC(=O)NC1(O)C(F)(F)F (stereo not drawn)	-10	1.1	5	-5	0.9	0%	-2	0.31	-0.068
Cc1sc2ncnc(-n3cnc4ccccc43)c2c1C	6	2*	0	-6	0.9	6%	-16	0.21	0.44
CCc1ccc(NC2=CC(=O)CC(c3ccco3)C2)cc1 (stereo not drawn)	20	1.1	.	22	0.9	2%	16	0.0073	-0.87
CCc1nc(N2CCCCC2C)c2oc3ccccc3c2n1 (stereo not drawn)	100*	1.3	9	18	0.9	15%	7	0.62	-1.3
CCN1C(=O)c2cccc3c(S(=O)(=O)Nc4ccc(OC)cc4OC)ccc1c23	9	1.1	7	2	0.8	5%	12	-1.3	5.3*
O=C(Cc1cccs1)Nc1cccnc1	-1	1.1	5	9	0.8	7%	-20	-0.65	-1.2
CCOc1ccc(-n2c(SCC(=O)NCc3ccco3)nc3c([nH]c4ccccc43)c2=O)cc1	-16	1.2	.	17	.	3%	-6	0.6	-0.84
Cc1ccc(-c2noc(C3CCCN(C(=O)c4ccc(F)cc4F)C3)n2)cc1 (stereo not drawn)	39	1.1	6	10	0.8	1%	4	0.34	-2.2
O=C(CCN1C(=O)c2ccccc2C1=O)NCCN1CCOCC1	-10	1	2	0	0.9	5%	0	-2.7	-0.52
CC(=O)c1cccc(N(CC(=O)Nc2cccnc2)S(C)(=O)=O)c1	-3	1.1	11	6	0.9	5%	-3	0.74	0.56
CC(C)CCN(C)C1CCN(S(=O)(=O)c2cccc(C(F)(F)F)c2)CC1	-5	1	7	-4	0.9	6%	-14	-9*	-0.11
COc1cc(NC(=O)Cn2nnc(-c3ccccc3N)n2)cc(OC)c1	38	1.1	4	4	0.9	5%	-36	0.48	-0.63
COC(=O)c1ccc(-c2nc3ccc(C)cc3o2)cc1	-13	3.8*	3	46	0.9	14%[fluoresces]	68*	-0.54	0.019
Nc1[nH]ncc1C(=O)Nc1cccc(C(F)(F)F)c1	-11	1	6	-26	0.9	3%	-3	-0.33	0.82
CCc1nnc(NC(=O)C2CCN(c3nc(C)cc(C)n3)CC2)s1	-21	1.4	0	12	1	11%	-8	0.38	0.095
Cc1cc(NS(=O)(=O)c2ccc(NC(=O)CN3C(=O)c4ccccc4C3=O)cc2)nc(C)n1	-11	0.96	0	-7	1	7%	-10	0.4	0.19
CCCCC(=O)O[C@]1(C(=O)CO)CC[C@H]2[C@@H]3CCC4=CC(=O)CC[C@]4(C)[C@H]3[C@@H](O)C[C@@]21C	12	1	9	-13	0.9	3%	-20	-1.5	-0.64
(list continues)
SMILES	Ecoli tolC	Fluor 339 460	E coli RNAP	SF1 activator	TNAP act DEA	NADH enzymes	RORa activator	M1 antag	M1 agonist
O=C(NCCc1c[nH]c2ccccc12)c1cnc2sccn2c1=O	5	1.1	-1	60*	1	1%	38	1.1	3.2*
Cn1c(Cc2ccccc2)nnc1SCC(=O)Nc1ccc2c(c1)OCCO2	-16	1.1	1	-9	0.9	6%	-24	-0.32	-0.51
CCOc1ccccc1N(CC(=O)NC1CCCCC1)C(=O)CCCC(=O)Nc1ccccn1	6	1.1	7	-3	1	11%	9	-1.2	0.2
CCOC(=O)Nc1cccc2ccccc12	-3	1.1	8	-9	0.9	2%	2	-1.5	0.47
COc1ccc(C=NCCCN2CCOCC2)cc1	4	1.1	.	8	0.9	0%	-8	0.008	0.074
CCn1ncc(Cl)c1C(=O)Nc1cc(Cl)ccc1Cl	23	1.1	3	-18	0.9	2%	-25	0.071	0.17
CCOC(=O)Cn1nnc(-c2ccc(OCC(C)C)cc2)n1	-22	1.1	1	-5	0.9	5%	9	-0.55	0.64
CCOC(=O)N1CCC(NC(=O)CS(=O)(=O)Cc2nc(-c3ccccc3C)oc2C)CC1	4	1	11	5	0.9	3%	-4	0.057	-2
CCCCC(=O)C1CCN(Cc2ccccc2)CC1	-13	1.1	5	7	0.9	3%	-9	-0.21	0.93
O=C(NCC1CCCO1)c1cccc(N2CCCC2=O)c1 (stereo not drawn)	-22	1.1	1	-3	0.9	2%	-14	0.18	-0.53
O=C1NC(c2ccco2)Nc2ccccc21 (stereo not drawn)	-6	2.9*	-8	3	0.9	4%[fluoresces]	-1	0.058	-0.53
N#Cc1ccc(CSc2nnc(-c3ccccn3)n2-c2ccc(Cl)cc2)cc1	11	1.1	.	-3	1	5%	-7	0.03	-0.15
N#CCCN(CCC#N)C(=O)c1ccc2c(c1)OCO2	-9	1.1	3	-5	0.9	0%	-10	0.0082	-0.11
CCN(CC)C(=O)CSc1ncnc2c1nnn2-c1ccc(OC)cc1	-25	1.1	-2	-1	0.9	6%	-9	0.4	0.29
CCOC(=O)c1c(C)[nH]c(C)c1C(=O)COC(=O)CNC(=O)c1ccc(OCC)cc1	5	1	1	-4	0.9	3%	-18	0.44	0.18
COc1ccc(NC(=O)Nc2ccccc2C)c(OC)c1	-10	1	9	1	0.9	2%	-13	-0.081	-0.12
COc1ccccc1N1CCN(CCC(=O)Nc2ccc3c(c2)OCO3)CC1	-8	1.1	-1	.	0.9	1%	.	.	.
FC(F)(F)C(Oc1nc(NC2CCCCC2)nc(N2CCOCC2)n1)C(F)(F)F	29	1.1	2	-5	0.9	5%	-18	-0.2	-0.75
CCOc1ccc(NC(=O)C2C3C=CC4(CN(C(C(=O)OC)C(C)C)C(=O)C24)O3)cc1 (stereo not drawn)	-6	1.1	10	2	1	4%	12	-0.93	-0.42
COc1ccc(-c2ccc(-c3noc(-c4ccncc4)n3)c(OC)n2)cc1	-6	3*	-3	-4	0.8	1%	-3	-0.06	-0.56

Source: PubChem
